Mtb BioA inh – BioA (M. tuberculosis) enzyme inhibition | purified M. tuberculosis BioA enzyme, plate reader | AID 602481 | inhibition, % at 9.99 µM | hit rate 0.096% among 360,000; in the data active = inhibition above about 40%; inconclusive = no clear call, values can overlap the other calls
Rv3671c inh – inhibits the M. tuberculosis serine protease Rv3671c; hit rate 0.048% among 320,000; inhibition, % at 5.96 µM; AID 2606; in the data active = inhibition above about 38%;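 also: extracellular domain of Rv3671c used as enzyme; 0% = enzyme with DMSO and 100% = no enzyme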
CCHF vOTU inh – blocks the CCHF virus ovarian tumor domain protease. CCHFV vOTU protease, Pep-AMC fluorescence. inhibition, % at 11.5 µM. hit rate 0.55% among 370,000. AID 651958; also: 0% = vehicle wells with enzyme and 100% = no enzyme wells
FadD28 FP inh – M. tuberculosis FadD28 bisubstrate binding inhibition. FadD28 bisubstrate probe binding, fluorescence polarization. inhibition, % at 12.5 µM. hit rate 0.22% among 360,000; in the data active = inhibition above about 8.5%, passing the limit was not always enough; inconclusive = no clear call, values can overlap the other calls
DUSP3 inh – inhibitors of human VHR1 phosphatase (DUSP3); recombinant VHR phosphatase, pNPP absorbance; P51452; hit rate 0.52% among 290,000; inhibition, % at 13.3 µM; AID 1654; in the data active = inhibition above about 50%; also: some compounds called inactive have numbers as strong as hits
Target sequence (P51452 whole entry, looked up): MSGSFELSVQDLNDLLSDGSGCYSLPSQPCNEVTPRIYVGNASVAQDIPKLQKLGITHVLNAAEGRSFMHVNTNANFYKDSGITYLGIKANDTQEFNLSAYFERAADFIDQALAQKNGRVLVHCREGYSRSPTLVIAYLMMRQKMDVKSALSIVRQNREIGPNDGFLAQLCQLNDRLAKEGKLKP
Mtb UGM inh – Mtb UDP-galactopyranose mutase inhibition | purified UGM, fluorescence polarization probe displacement | AID 504406 | hit rate 0.06% among 320,000 | inhibition, % at 10 µM; in the data active = inhibition above about 10%, passing the limit was not always enough; inconclusive = no clear call, values can overlap the other calls
Target sequence (P9WIQ1 whole entry, looked up): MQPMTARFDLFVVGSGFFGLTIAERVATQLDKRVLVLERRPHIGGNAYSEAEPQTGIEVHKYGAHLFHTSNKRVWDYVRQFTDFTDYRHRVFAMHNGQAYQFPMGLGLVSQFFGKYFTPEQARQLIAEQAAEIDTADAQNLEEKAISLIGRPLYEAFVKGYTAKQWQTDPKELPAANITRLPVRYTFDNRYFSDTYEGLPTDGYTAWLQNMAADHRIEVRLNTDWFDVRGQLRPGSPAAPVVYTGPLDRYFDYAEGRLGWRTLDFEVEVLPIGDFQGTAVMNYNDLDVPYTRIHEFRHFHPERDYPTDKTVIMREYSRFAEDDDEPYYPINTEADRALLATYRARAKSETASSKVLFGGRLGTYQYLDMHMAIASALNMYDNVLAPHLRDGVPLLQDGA
GDH-TPI counter – counter-screen for M. tuberculosis FBA inhibitors: GDH-TPI coupled enzymes; GDH-TPI coupled enzyme counterscreen, NADH absorbance; inhibition, % at 4.8 µM; hit rate 1.2% among 360,000; AID 588335;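 also: 0% = DMSO wells and 100% = wells lacking the enzyme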
MazF activator – MazEF (E. coli) toxin RNase activation. hit rate 0.32% among 350,000. FAM/BHQ RNA-DNA oligo cleavage fluorescence, 5 h. P0AE70. activation, % at 20 µM; in the data active = activation above about 50%
Target sequence (P0AE70 whole entry, looked up): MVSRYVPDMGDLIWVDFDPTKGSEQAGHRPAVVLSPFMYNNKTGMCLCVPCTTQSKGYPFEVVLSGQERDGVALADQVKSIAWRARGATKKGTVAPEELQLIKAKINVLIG
Mtb FBA inh – Mtb fructose-bisphosphate aldolase inhibition; P9WQA3; purified M. tuberculosis FBA, fluorescence read-out; inhibition, % at 1 µM; hit rate 2.3% among 360,000; in the data active = inhibition above about 27%;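 also: 0% = vehicle and 100% = reference inhibitor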
Target sequence (P9WQA3 whole entry, looked up): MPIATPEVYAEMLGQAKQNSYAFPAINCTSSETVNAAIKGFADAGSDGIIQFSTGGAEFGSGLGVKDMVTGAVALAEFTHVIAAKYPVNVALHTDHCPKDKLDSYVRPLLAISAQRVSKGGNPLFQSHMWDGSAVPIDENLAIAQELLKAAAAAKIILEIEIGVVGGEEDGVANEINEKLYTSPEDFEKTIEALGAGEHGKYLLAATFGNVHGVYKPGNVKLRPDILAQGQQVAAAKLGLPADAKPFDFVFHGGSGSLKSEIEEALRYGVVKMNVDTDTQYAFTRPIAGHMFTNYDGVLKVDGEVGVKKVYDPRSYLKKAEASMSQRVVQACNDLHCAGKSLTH
BoNT F protease – inhibitors of Botulinum neurotoxin F light chain protease | inhibition, % at 10 µM | hit rate 0.22% among 360,000 | Multiplex microsphere protease cleavage assay, flow cytometry; in the data active = inhibition above about 35%, passing the limit was not always enough; inconclusive = no clear call, values can overlap the other calls; also: plate controls were buffer without enzyme for full effect and enzyme alone for no effect
An asterisk follows results filed as active; ? = inconclusive; / = no result given; + = active, no number; & = joins results of further samples. Rule as the data show it, unless noted: active = inhibition above about 30%; inactive = the rest.

Under each structure – Mtb BioA inh	Rv3671c inh	CCHF vOTU inh	FadD28 FP inh	DUSP3 inh	Mtb UGM inh	GDH-TPI counter	MazF activator	Mtb FBA inh	BoNT F protease
COCC(C)NC(=O)c1cc2cccc([N+](=O)[O-])c2[nH]1 (configuration not stated)
    /	4	-1	-1.2	1	-0.5	1	-5	3	-10
Cc1ccc(S(=O)(=O)N2CC(C)N(S(C)(=O)=O)C2)cc1 (configuration not stated)
    0.6	6	2	-0.1	39	-4.9	5	15	0	2
O=C(NC1CCCCC1)c1cc(Cl)ccc1[N+](=O)[O-]
    3.9	1	-8	1.3	-1	-0.7	0	-1	1	-12
c1ccc2c(CN3CCCCC3)csc2c1
    /	-3	-8	-2.3	2	2.2	2	-3	1	2
CC1(c2ccccc2)CC(C)(C)N(C(N)=O)c2ccccc21 (configuration not stated)
    -0.3	4	-8	0.6	25	0.9	12	4	-1	2
CC(C)C(=O)N1CCN(c2ccccc2NC(=O)COc2ccc(C3CCCCC3)cc2)CC1
    -0.5	/	3	-2.5	7	-1.8	8	-7	2	-2
Cc1ccc(S(=O)(=O)N(CC(=O)Nc2cccc([N+](=O)[O-])c2)Cc2ccc(Cl)cc2)cc1
    /	-159	1	-0.1	-8	1.1	2	5	0	-4
Cn1c(=O)c2cc(NC(=O)CCc3cccnc3)ccc2n1Cc1ccc(F)cc1
    19	/	-134	-0.3	/	/	8	/	175*	-10
Cc1ccc(CNc2ncnc3cc(Cl)ccc23)o1
    -2.6	1	8	-1.6	28	1.0	8	3	2	-7
Cc1ccc(C2CC(C(F)(F)F)n3ncc(C(=O)NCc4ccco4)c3N2)cc1 (configuration not stated)
    1.9	-3	15	-1.8	7	0.7	7	6	-2	?
CCc1ccc(NC(=O)NCCCN2CCCC2=O)cc1
    -1.7	1	4	0.3	19	-1.1	7	-1	-1	11
COc1ccc(-n2c(C)cc(/C=C3\SC(=S)NC3=O)c2C)cc1
    /	4	7	-1.6	11	-0.1	5	4	-10	5
CCc1cccc(C)c1NC(=O)CSc1nc2ccc(N3C(=O)c4ccccc4C3=O)cc2s1
    /	-3	2	-2.0	24	-1.1	3	-5	0	-2
CC(C)CCN(CCC(C)C)CC(O)Cn1c2ccccc2c(=O)c2ccccc21 (configuration not stated)
    0.4	3	-13	-0.2	-7	-2.5	-2	3	31*	?
CN(C)c1cccc(-c2nnc(SCCCC#N)o2)c1
    -0.1	-5	-6	-0.2	14	-0.7	5	6	14	-19
CCOC(=O)c1c(C(C)(C)C)oc2ccc(OCC#N)cc12
    -0.9	-2	21	-1.4	-11	0.0	-1	-4	-1	-4
C=CCOc1c2ccc(C(=O)NCc3ccc(C)cc3)cc2nn1C
    0.9	-3	-20	-0.9	-10	-2.0	-10	12	13	-1
COC(C[C@@H](O)CC(=O)[C@H](C)OCc1ccccc1)OC
    -4.2	/	-4	-0.3	-12	/	-2	8	-2	0
CCn1cc(CCC(=O)NCc2cccc(OC)c2OC)c2ccccc21
    -0.4	4	-13	-0.2	-8	-0.7	5	0	3	22
CCCCNC(=S)N(C)/N=C/c1c(F)c(F)c(F)c(F)c1F
    /	-4	-14	-2.6	-8	-1.3	14	1	0	10
O=C(NCc1ccccn1)c1cc(-n2cnnc2)ccc1Cl
    0.3	1	-7	-2.1	-19	-2.2	2	1	2	-9
O=C(COC(=O)Cc1cccc(C(F)(F)F)c1)NC(=O)NC1CCCC1
    0.5	8	15	/	/	0.7	3	-3	2	-3
Cc1ccccc1-n1c(Cn2c(=O)sc3ccccc32)nnc1SCC(=O)N1CCCC1
    -3.7	2	5	-1.6	24	0.8	-2	3	0	-4
O=C(COc1ccc(Br)cc1)NNC(=S)NCc1ccccc1
    -0.5	2	1	-2.5	31	-2.1	1	-3	-1	1
N#CC(=C(O)COC(=O)Cc1c[nH]c2ccccc12)c1nc2ccccc2[nH]1
    /	/	-3	-1.8	/	/	11	-2	-3	5
CC1(C)CC(NC(=O)c2cc(Cl)ccc2Cl)CC(C)(C)N1
    -2.2	-2	-1	-5.0	9	1.1	4	3	2	?
O=C(NCCc1ccccc1)Nc1ccc(Cl)cc1
    /	8	4	-3.8	-11	-3.1	0	3	-2	-3
COc1ccc(C(=O)NC2CCSc3ccccc32)cc1S(=O)(=O)N1CCOCC1 (configuration not stated)
    /	-1	-14	-3.5	/	1.6	-5	1	0	-7
COc1c(F)c(F)c(C(=O)Nc2ccc(NC(=O)c3ccco3)cc2)c(F)c1F
    -1.5	-33	8	-6.3	3	0.7	11	-4	-2	-8
CC(C)=NNc1ncnc2nc[nH]c12
    /	/	2	-3.9	/	/	11	7	-1	3

Under each structure – Mtb BioA inh	Rv3671c inh	CCHF vOTU inh	FadD28 FP inh	DUSP3 inh	Mtb UGM inh	GDH-TPI counter	MazF activator	Mtb FBA inh	BoNT F protease
O=C(C/C(=N\NC(=O)c1ccccc1Br)C(F)(F)F)c1cccs1
    /	-6	2	-0.1	-10	-0.9	7	-7	-9	-3
CCc1nc2c(OCc3cccc(Cl)c3)cccn2c1N(C)C(=O)c1ccc(OC)cc1
    -0.1	/	22	-5.8	/	/	5	/	0	-1
O=c1oc2c(CN3CCCCC3)c(O)ccc2c2c1CCCCC2
    17	-15	-325	-0.8	30	-1.0	31*	1	+	-11
Cc1cccc(N2CCN(S(=O)(=O)c3ccc(-c4cc(C)no4)s3)CC2C)c1 (configuration not stated)
    0.4	0	0	0.7	-2	-4.3	7	2	2	7
COc1ccc(C(=O)NC(=O)COC(=O)C2CC2C)cc1 (configuration not stated)
    -0.1	-3	-2	-3.1	/	2.5	-4	-3	1	-16
O=C1CC(Cc2ccccc2)C(=O)N1CCCn1ccnc1 (configuration not stated)
    /	-3	-12	/	-7	-0.7	/	/	/	/
CCOC(=O)CNC(=O)c1ccc(C)cc1
    -0.9	-1	7	-1.4	24	3.6	11	9	3	1
Cc1ccc(OCC(=O)NC2CCSc3ccccc32)cc1 (configuration not stated)
    -1.1	-14	-2	-0.6	/	3.8	4	5	3	/
CCCCN(C)CCNC(=O)CCn1nc(-c2ccc(C)cc2)ccc1=O
    -3.9	-1	-9	0.3	78	-0.2	0	4	5	-10
CC(C)c1ccc(C2/C(=C(\O)c3ccc4c(c3)OCCO4)C(=O)C(=O)N2CCN2CCOCC2)cc1 (configuration not stated)
    -2.3	-3	11	-2.2	-10	-1.1	18	1	3	-1
O=C(CCCn1c(=S)[nH]c2cc3c(cc2c1=O)OCO3)N1CCN(c2ccccc2)CC1
    /	3	5	-1.0	21	0.7	6	-4	4	-10
Cc1cc(C)c(NC(=O)CCCSc2nnc(N)s2)c(C)c1
    /	-7	-9	-1.9	9	1.1	2	1	-2	-4
CCC(C(=O)OCC(=O)Nc1c(Cl)cc(Cl)cc1Cl)c1ccccc1 (configuration not stated)
    /	0	13	-1.5	13	-0.6	5	2	2	-6
Clc1ccc(CN2CCC(c3ccccc3)CC2)cc1
    1.9	4	16	-0.4	-1	-0.2	6	-2	1	3
C[C@H]1CN=C(Nc2ccccc2)N1CC1CCCCC1
    -1.1	-1	6	1.0	28	-1.8	-15	23	-1	-5
Cc1ccc(/C=C2\Oc3c(ccc(O)c3CN3CCN(C)CC3)C2=O)cc1
    /	9	-7	-0.9	36	4.0	12	-10	-5	-4
COc1cc(C(=O)Nc2ncccc2C)ccc1OCC(=O)N1CCOCC1
    -2.3	-1	-3	0.4	/	2.2	11	5	2	-1
Cc1cc(C)c2nc(-n3nc(C)cc3N)cc(C)c2c1
    /	1	3	-2.9	10	0.8	0	7	-1	15
O=C(O)c1cccc2cc(-c3ccccc3)oc(=O)c12
    2.0	0	-23	/	13	-1.2	8	-3	20	?
CCCN(Cc1nnc(-c2cccs2)o1)C(=O)c1cccc(S(=O)(=O)N2CCOCC2)c1
    9.6	2	-2	-2.0	/	-1.8	1	7	2	?
CC(=O)Nc1ccc(C(=O)N2CCN(C(=O)c3ccco3)CC2)cc1
    2.5	10	-12	1.2	5	-2.5	-6	4	0	2
Nc1nc2c(ncn2[C@@H]2O[C@H](CNCc3ccc(Oc4cc(-n5cccn5)ncn4)cc3)[C@@H](O)[C@H]2O)c(=O)[nH]1
    0.6	/	2	-1.9	/	/	/	/	0	-14
O=[N+]([O-])c1ccc(N2CCN(CC(O)COc3ccccc3)CC2)cc1 (configuration not stated)
    /	-2	3	-0.9	-18	-2.0	20	4	-4	-4
COc1ccc(OCCSc2nnc(-c3ccoc3C)n2C)cc1
    0.6	2	9	-3.4	1	2.0	3	2	5	-2
Cc1ccc(NC(=S)N(CCN2CCOCC2)Cc2ccccc2F)cc1Cl
    -4.1	-2	-1	2.8	27	0.3	-6	-1	0	3
C=CCNS(=O)(=O)c1cc2c3c(c1)CCN3C(=O)CC2
    0.4	0	14	0.1	-15	1.0	-9	6	0	-2
CCCN1Cc2cccc(C(=O)NC(CC(=O)OCC)c3ccc(OCC)c(OC)c3)c2C1=O (configuration not stated)
    /	4	13	-4.3	12	2.1	0	5	2	-3
COc1ccc(-c2cc(NCCc3ccncc3)n3ncnc3n2)cc1
    6.2	4	9	-4.6	-10	3.2	6	6	12	5
O=C(NC(Cc1ccccc1)C(=O)O)/C(=C/c1ccc(Cl)cc1)NC(=O)c1ccco1 (configuration not stated)
    -1.8	-7	5	-2.1	17	2.9	-7	-1	0	5
Cn1c(=O)c2c(n(C)c1=O)n(C)c(=O)n2C
    1.0	/	-2	-3.2	/	/	6	/	-1	-9

In the list so far, 2 have bromine:
Under each structure – Mtb BioA inh	Rv3671c inh	CCHF vOTU inh	FadD28 FP inh	DUSP3 inh	Mtb UGM inh	GDH-TPI counter	MazF activator	Mtb FBA inh	BoNT F protease
O=C(COc1ccc(Br)cc1)NNC(=S)NCc1ccccc1
    -0.5	2	1	-2.5	31	-2.1	1	-3	-1	1
O=C(C/C(=N\NC(=O)c1ccccc1Br)C(F)(F)F)c1cccs1
    /	-6	2	-0.1	-10	-0.9	7	-7	-9	-3

Continuation:
Under each structure – Mtb BioA inh	Rv3671c inh	CCHF vOTU inh	FadD28 FP inh	DUSP3 inh	Mtb UGM inh	GDH-TPI counter	MazF activator	Mtb FBA inh	BoNT F protease
CC(C)C(NC(=O)C1CCC(C(C)(C)C)CC1)C(=O)NCCc1ccc(S(N)(=O)=O)cc1 (configuration not stated)
    3.1	-2	3	-4.6	/	-0.6	-10	-18	-3	-1
Cc1nc([N+](=O)[O-])c(NCCCO)n1Cc1ccccc1
    /	-5	11	-2.6	-12	3.9	4	-1	3	2
O=C(CN1C(=O)S/C(=C\C=C\c2ccccc2)C1=O)N1CCOCC1
    -1.0	-1	-16	-0.3	17	-2.5	17	-2	2	?
CC1CCN(C(=O)C2COc3ccccc3O2)CC1 (configuration not stated)
    1.6	3	3	/	/	2.7	1	-3	0	-1
N#CCCn1c(Cl)nc2ccccc21
    -1.3	0	5	-1.1	-2	1.7	15	2	-2	8
Cc1ccnc(NS(=O)(=O)c2ccc(N)cc2)n1
    0.1	-3	0	-0.1	33	1.3	2	-2	-1	5
CCc1cc(CNC(=O)C2CCC(=O)N(Cc3ccc(Cl)cc3)C2)on1 (configuration not stated)
    -1.6	3	-20	0.9	-20	0.5	8	-12	2	-7
CCC(=O)N(C)C[C@@H]1Oc2ncc(Br)cc2C(=O)N([C@@H](C)CO)C[C@H]1C
    0.3&-0.8	/	-14	-4.3	/	/	-5	5	1	-2
COc1ccccc1-n1c(CNC(=O)c2ccco2)nnc1SCC(=O)Nc1nccs1
    -1.2	5	-8	-0.7	4	2.0	11	-8	6	-11
NNC(=S)Nc1ccc(Cl)cc1
    /	0	2	-3.1	9	1.6	9	7	3	-10
COCCNC(=O)/C(C#N)=C/c1c(N2CCN(c3ccccc3)CC2)nc2c(C)cccn2c1=O
    -0.2	-5	-86	-0.4	/	1.5	7	10	25	-10
COc1ccc(CC(N)c2csc(NC(=O)Nc3ccccc3C(C)C)n2)cc1 (configuration not stated)
    0.0	/	-8	-6.0	/	/	11	/	1	-23
NC(=O)C1CCN(CC(=O)Nc2cc(S(=O)(=O)N3CCOCC3)ccc2N2CCCC2)CC1
    -0.1	-6	2	0.9	/	1.0	-1	4	1	4

Source: PubChem
